# DT40 TDP1 CPT: DT40-hTDP1 cell growth loss with CPT; hit rate 12% among 420,000; Potency, µM (top dose mostly 46.2 µM), for the others: top-dose activity change, negative = growth inhibition, actives largely listed as inhibitors; AID 686979; chicken DT40 Tdp1-/-;hTDP1 cells + 20 nM CPT, ATP luminescence, 48 h; note: nearly all actives have a fitted effect of over 55% in size
#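 Chicken DT40 Tdp1-/- cells complemented with human TDP1, 400 cells/well, exposed to compounds plus 20 nM camptothecin for at least 48 h at 37 C; viability read as ATP content by CellTiter-Glo luminescence.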
# N370S GC: inhibitors or activators of N370S glucocerebrosidase for Gaucher disease; P04062; N370S GC spleen homogenate, 4MU-glucoside fluorescence; Potency, µM (top dose mostly 59.4 µM), inactives show top-dose activity change, negative = inhibition, most hits filed as inhibitors; hit rate 0.092% among 330,000;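 note: 0% = full enzyme activity and -100% = no enzyme basal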
# FEN1 inhibitor: inhibitors of human flap endonuclease 1. P39748. Recombinant FEN1 flap cleavage, fluorescence, 15 min. Potency, µM (series often up to 114 µM), without a hit: at the top dose activity change, negative = inhibition, usual class: inhibitors. hit rate 0.35% among 390,000; note: nearly all actives have a fitted effect of over 65% in size
# Target sequence (P39748 whole entry, looked up): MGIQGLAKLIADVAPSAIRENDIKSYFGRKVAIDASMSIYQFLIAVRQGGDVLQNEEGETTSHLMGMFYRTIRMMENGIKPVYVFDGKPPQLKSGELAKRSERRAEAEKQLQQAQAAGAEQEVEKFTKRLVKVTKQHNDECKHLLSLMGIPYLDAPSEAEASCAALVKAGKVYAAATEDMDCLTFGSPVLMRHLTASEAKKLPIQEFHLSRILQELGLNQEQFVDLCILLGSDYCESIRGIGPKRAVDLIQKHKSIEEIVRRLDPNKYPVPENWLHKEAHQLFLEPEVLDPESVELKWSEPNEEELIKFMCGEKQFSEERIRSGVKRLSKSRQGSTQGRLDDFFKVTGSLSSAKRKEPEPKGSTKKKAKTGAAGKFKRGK
#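 Steps: FEN1 (10 nM) dispensed; compound added by pin tool; 15 min at room temperature; substrate added to 50 nM final; reads at 0 min and 15 min; data normalized and fitted (four-parameter Hill).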
# An asterisk follows results filed as active; ? = inconclusive; nt = no result given; & = joins results of further samples; [ ] = dose if it differs, or a comment. Calls come from the whole dose curve; as a rule, active = well fitted curve in the direction sought with a large enough effect; inconclusive = small, poorly fitted or top-dose-only effect, or another doubt; inactive = no such curve, though single readings can be large; an effect the other way counts as inactive or inconclusive. Unless noted, % is set by controls: 0 for no effect and ±100 for the full control effect; potency is the fitted concentration of half-maximal effect. Only part of the results is shown, so the mix of outcomes need not match the whole.
SMILES,DT40 TDP1 CPT,N370S GC,FEN1 inhibitor
CN1C(=O)N(CC(=O)NCc2ccc(Cl)cc2Cl)C(=O)C12CCCCC2,-16%,nt,-2%
CCNc1ncc2nc(-c3cccs3)c(=O)n(-c3ccccc3)c2n1,-18%,5%,nt
Cc1ccc(NC(=O)CCC(=O)OCC(=O)c2ccc(Oc3ccc([N+](=O)[O-])cc3)cc2)cc1,9%,-2%,10%
CC(=O)Nc1sc(N/N=C\c2ccco2)nc1-c1cccs1,?,-17%,0%
O=[N+]([O-])c1ccc(/C=N/NS(=O)(=O)c2ccc(Cl)cc2)o1,9.2µM*,-5%,?
C=CCNC(=S)NNc1nc(N2CCCC2)nc(N2CCCC2)n1,-28%,-1%,-2%
O=C(NCCCCO)c1ccc2c3c(cccc13)CC2,3%,12%,2%
O=C(CCn1ccnc1)Nc1ccc2ccccc2c1,?,1%,3%
Cc1ccc(COc2ccc(/C=N/O)cc2)cc1,-29%,-1%,-6%
CSc1nn(Cc2ccc(C)cc2)c(N)c1S(=O)(=O)c1ccccc1,21µM*,nt,?

# The last 4 compounds of the part above come first, to join the parts.
SMILES,DT40 TDP1 CPT,N370S GC,FEN1 inhibitor
O=C(NCCCCO)c1ccc2c3c(cccc13)CC2,3%,12%,2%
O=C(CCn1ccnc1)Nc1ccc2ccccc2c1,?,1%,3%
Cc1ccc(COc2ccc(/C=N/O)cc2)cc1,-29%,-1%,-6%
CSc1nn(Cc2ccc(C)cc2)c(N)c1S(=O)(=O)c1ccccc1,21µM*,nt,?
CN(C)CCn1c2c(c(SCC(=O)Nc3nccs3)nc1=O)CCCC2,1%,-12%,4%
COc1ccc2c(c1)CCCC21NC(=O)N(CC(=O)N2CC(C)OC(C)C2)C1=O (configuration not stated),21%,nt,22%
CCC(CC)C(=O)NCCc1ccc(F)cc1,-20%,15%,-5%
FC(F)(F)c1ccnc(Oc2ccc(C3=NCCS3)cc2)c1,0%,4%,0%
COc1ccccc1NC(=O)CSC1CC(=O)N(c2ccc3c(c2)OCO3)C1=O (configuration not stated),4.6µM*,8%,-6%
CCC(C)(C)n1nnnc1C(C(C)C)N1CCN(C)CC1 (configuration not stated),-3%,6%,-3%
Cc1ccc(S(=O)(=O)c2ccc(Cl)cc2)cc1S(=O)(=O)N1CCN(C)CC1,14µM*,-15%,-16%
Cc1ccc(C(=O)OCC(=O)c2ccc(CC(=O)N3CCOCC3)s2)c(C)c1,-16%,-10%,0%
COc1ccc(NC(=O)c2cc3ccccc3o2)c(OC)c1,?,nt,6%
CC1CCN(S(=O)(=O)c2cn(CC(=O)Nc3ccc(C#N)cc3)cn2)CC1,?,-9%,-3%
CC(=O)Nc1ccc2c(c1)-c1ccc(F)cc1C2,?,nt,-12%
CCOC(=O)C1CCN(S(=O)(=O)c2ccc3c(c2)CC(=O)N3)CC1,-16%,-5%,16%
COc1ccccc1OCC(=O)NCCCN1CCOCC1,6%,2%,2%
CC1Cn2c(nc3sc4c(c3c2=O)CCC4)N1CCO (configuration not stated),-2%,-3%,-14%
COc1ccc(Cc2nnc(NC(=O)Nc3ccccc3OC)s2)cc1,-2%,-5%,-12%
CNc1c(NS(=O)(=O)c2ccc(OC)cc2)c(=O)oc2ccccc12,-20%,-1%,3%
Cc1cccc(N(C(=O)CCC(=O)Nc2nccs2)C(C(=O)NC(C)(C)C)c2ccc(O)cc2)c1 (configuration not stated),-12%,7%,10%
OC(COCc1ccccc1)CN1CCc2ccccc2C1 (configuration not stated),-9%,-20%,2%
CCn1c(SCc2ccc(C(=O)OC)o2)nc2sc3c(c2c1=O)CCCC3,?,18%,-5%
COc1ccc(OC)c(N(CC(=O)NC2CC3CCC2C3)S(=O)(=O)c2ccccc2)c1 (configuration not stated),?,15%,11%
O=S(=O)(c1cccs1)N1CCc2ccccc2C1,-9%,7%,-5%
O=S(=O)(c1ccc(F)cc1)n1ccc(-c2cccc(OCc3ccc(Cl)cc3Cl)c2)n1,-24%,-6%,-16%
CC(C)C(=O)N1CCN(c2ccccc2NC(=O)c2cccc(Cl)c2)CC1,?,10%,-2%
COC(=O)CSc1[nH]c2ccc(F)cc2c1[N+](=O)[O-],21µM*,-3%,12%
O=C(NCc1cccnc1)c1ccccc1NC(=O)c1c(F)cccc1F,-10%,-15%,2%
CN(C(=O)c1ccccc1OCc1ccc(Cl)cc1)c1ccccc1,?,-16%,-5%
COc1ccc(C(=O)NC(C)CCc2ccccc2)cc1[N+](=O)[O-] (configuration not stated),5%,-8%,2%
Cc1cc(C)c(-c2cc(NC(=O)COC(=O)c3ccc(C#N)cc3)n(-c3ccccc3)n2)cc1C,7%,4%,?
CC(C)(C)C(=O)Cn1ncc(N2CCOCC2)c(Cl)c1=O,-18%,1%,0%
C=C(C)Cn1c(NCCC)nc2c1c(=O)n(C)c(=O)n2C,?,-8%,-9%
CCN=C1S/C(=C\c2cc(Br)ccc2OCC(=O)OCC)C(=O)N1CC,?,14%,-9%
C=CCC1(CC=C)CCCN1C(=O)c1cc(COc2cccc(C(F)(F)F)c2)on1,15µM*,3%,-2%
COc1ccccc1NS(=O)(=O)c1cc(C(=O)NC2CCN(Cc3ccccc3)CC2)ccc1C,?,nt,-4%
O=C(N/C(=C\c1cccnc1)C(=O)N1CCOCC1)c1ccco1,11%,-4%,1%
Cc1cc(C)c(S(=O)(=O)N2CCN(C(=O)c3c(C)nn(-c4ccccc4)c3Cl)CC2)c(C)c1,?,nt,8%
COc1ccc(C(CC(=O)O)NC(=O)Cc2ccccc2)cc1 (configuration not stated),6%,3%,-6%
Cc1cccc(NC(=O)CN2C(=O)S/C(=C\C(=O)Nc3ccc(Cl)cc3)C2=O)c1,-15%,4%,4%
CCOc1ncccc1C(=O)OCC(=O)Nc1ccc(Cl)cn1,-6%,nt,4%
O=C(COc1ccc2ccccc2c1)NCCn1ccc2ccccc21,?,-1%,-1%
COc1ccc(S(=O)(=O)N2CCN(C(=O)c3cc(C4CC4)nn3-c3ccccc3)CC2)cc1OC,?,nt,-6%
CC(C)CC(NC(=O)c1cccs1)c1nnc(SCc2ccc(Cl)c(Cl)c2)n1C (configuration not stated),?,9%,-8%
O=C(O)C[C@H]1c2cc(F)ccc2S(=O)(=O)N1Cc1ccccc1,-1%&4%,nt,-1%&-17%
c1ccc(C2=NN(c3ccccc3)CC2)cc1,-10%,?,11%
CSCCC(NS(=O)(=O)c1ccc2c(c1)oc(=O)n2C)C(=O)Nc1ccc(F)c(Cl)c1 (configuration not stated),-20%,nt,-7%
COC(=O)c1c(C)nn(-c2ccccc2)c1N,-5%,19%,16%
Cc1ccccc1N1C(=O)c2cc(S(N)(=O)=O)c(Cl)cc2NC1C (configuration not stated),-14%&5%&9%&12%,20%&10%&11%,26%[57.1 µM]
CC(C)(Cc1ccc(O)cc1)NC(=O)CC(=O)N/N=C/c1ccc(Cl)cc1,?,-9%,5%
CCc1ccc(C2/C=C\CNC(c3ccccc3)C(=O)N2Cc2ccc(C)cc2)cc1 (configuration not stated),nt,?,-23%
Cc1cc(C(=O)CS(=O)(=O)c2ccccc2)cc(C)c1O,12%,-21%,-9%
CC(=O)c1cccc(NC(=O)COC(=O)COc2ccccc2C)c1,10%,-12%,8%

# Next section
SMILES,DT40 TDP1 CPT,N370S GC,FEN1 inhibitor
CSc1nc(NC(C)(C)C)nc(N2CCOCC2)n1,?,9%,-5%
Oc1ccc2ccccc2c1C1Nc2cccc3cccc(c23)N1,-26%,-22%,-12%
CCc1cccc(-n2c(C)nc3c(cnn3-c3ccc(C)c(C)c3)c2=O)c1,-74%,nt,-6%
COc1ccc(-c2[nH]nc3c2C(c2ccncc2)C(C#N)=C(N)O3)cc1 (configuration not stated),-24%,-2%,6%
Cc1nccn1S(=O)(=O)c1ccc(Br)cc1Br,12%,0%,-14%
CC1=C(C(=O)OCC2CCCO2)C(c2ccc(C)o2)C2=C(CC(c3ccc(F)cc3)CC2=O)N1 (configuration not stated),?,12%,-2%
CCN(CC)c1ccc(-c2sc(Nc3ccccc3)n[n+]2-c2ccc(F)cc2)cc1,?,3%,-21%
OCCC1CN(Cc2ccccc2-c2ccco2)CCN1Cc1ccsc1 (configuration not stated),-20%,-15%,-6%
CCNc1ncc2nc(-c3ccc(Cl)cc3)c(=O)n(Cc3ccc(F)cc3)c2n1,?,12%,nt
Cc1cc(SCC(=O)c2cc(C)n(C)c2C)nc2ccccc12,9%,10%,-2%
Cc1cccc(CCNS(=O)(=O)c2cc3c(cc2C)NC(=O)CO3)c1,?,-26%,-6%
Cc1ccc(NS(=O)(=O)c2ccc3c4c(cccc24)C(=O)N3)c(C)c1,?,nt,?
C/C(=N/NC(=O)CNC(=O)C1COc2ccccc2O1)c1cccc(O)c1 (configuration not stated),-12%,0%,1%
Cc1ccc(CN2CCN(/N=C/c3ccco3)CC2)c(C)c1,-24%,22%,-8%
COc1cc2sc(C)nc2c2ccccc12,-20%,8%,-13%
COC(=O)C1=C(C)N=C2SC(C)C(=O)N2C1c1cccs1 (configuration not stated),-9%,-3%,1%
O=C(NCCc1c[nH]c2ccccc12)c1ccc(-n2cnnn2)cc1,-22%,-23%,-7%
Cc1c(Br)c([N+](=O)[O-])nn1CCCC(=O)Nc1sc2c(c1C#N)CCC2,15µM*,4%,-18%
Fc1ccc(N2CCN(Cc3cccn3-c3nnc(N4CCN(C5CCCCC5)CC4)s3)CC2)cc1,9%,nt,8%
CCC(=O)N1c2ccccc2NC2=C(C(=O)CCC2)C1c1cccnc1 (configuration not stated),-1%,-10%,0%
COCCNC(=O)CCc1c(C)nc2nc(-c3cc(OC)cc(OC)c3)nn2c1C,3%,0%,-2%
COc1ccccc1NS(=O)(=O)c1ccc(Cl)c(NC(=S)NC(=O)C2CCCC2)c1,23µM*,-15%,-10%
O=C(CN(c1cccc([N+](=O)[O-])c1)S(=O)(=O)c1ccccc1)N1CCCCC1,0%,-12%,0%
O=S(=O)(NCCc1ccccc1)c1ccccc1,3%,2%,-9%
O=C(Nc1c(F)cc(F)cc1Br)C1CCCO1 (configuration not stated),-8%,22%,-6%
Cc1ccc(-c2nc3nc(C)cc(N4CCN(c5cccc(C)c5)C(C)C4)n3n2)cc1 (configuration not stated),-13%,nt,-27%
CCOc1ccc(-c2cc(C(=O)Nc3ccc(NC(C)=O)cc3)no2)cc1,1%,nt,1%
O=C(c1ccco1)N1CCN(C(=O)c2cc(=O)[nH]c3ccccc23)CC1,-7%,nt,0%
O=C(CN1C(=O)COc2ccccc21)N1CCCc2ccccc21,12%,2%,-3%
Cc1ccc(S(C)(=O)=O)cc1S(=O)(=O)Nc1cccc(Cl)c1,-24%,-7%,-5%

# Given bar-delimited: entries from further up
mol | DT40 TDP1 CPT | N370S GC | FEN1 inhibitor
CCOc1ccc(-c2cc(C(=O)Nc3ccc(NC(C)=O)cc3)no2)cc1 | 1% | nt | 1%
COCCNC(=O)CCc1c(C)nc2nc(-c3cc(OC)cc(OC)c3)nn2c1C | 3% | 0% | -2%
O=S(=O)(NCCc1ccccc1)c1ccccc1 | 3% | 2% | -9%
O=C(CN1C(=O)COc2ccccc21)N1CCCc2ccccc21 | 12% | 2% | -3%
O=C(c1ccco1)N1CCN(C(=O)c2cc(=O)[nH]c3ccccc23)CC1 | -7% | nt | 0%
O=C(CN(c1cccc([N+](=O)[O-])c1)S(=O)(=O)c1ccccc1)N1CCCCC1 | 0% | -12% | 0%

# (listing goes on)
SMILES,DT40 TDP1 CPT,N370S GC,FEN1 inhibitor
CCN(c1ccccc1)S(=O)(=O)c1ccc(OCC(F)(F)F)c(NC(=O)c2ccc(=O)[nH]c2)c1,-23%,nt,7%
CN(CCC1CCOCC1)C(=O)CC1C(=O)NCCN1CC1CCCCC1 (configuration not stated),9%,-11%,-3%
Cn1nc(-c2ccccc2)cc1NC(=O)C1CCCCC1,-23%,-1%,-6%
CC(Oc1ccc(Cl)cc1Cl)C(=O)N/N=C1\CCCc2ccccc21 (configuration not stated),?,-16%,-4%
CC1CCN(C(=S)SCc2nc(N)nc(Nc3ccccc3)n2)CC1,-12%,5%,2%
O=C(NNC(=S)NC(=O)c1ccccc1[N+](=O)[O-])c1ccccc1O,?,-2%,10%
CCCCCCCCn1c(=O)c(C(=O)OC)c(N)c2ccccc21,1.3µM*,15%,-22%
O=C(c1cc2ncc(Br)cn2n1)N1CCN(C(=O)c2ccco2)CC1,3%,0%,11%
Cc1ccc(S(=O)(=O)N(C)c2ccc(OCC(=O)Nc3nnc(C4CC4)s3)cc2)cc1,-20%,-5%,-3%
CN(C)CCn1c(SCc2ccccc2C#N)nc2c(sc3ccccc32)c1=O,-21%,?,-13%
COC(=O)C1CCN(C(=O)CSc2nnc(-c3ccccc3)o2)CC1,-13%,1%,6%
O=C(CSc1nccn1-c1ccc(Cl)cc1)N1CCCc2ccccc21,?,3%,11%

# Complete entries, looked up by structure. Order of screens: DT40 TDP1 CPT, N370S GC, FEN1 inhibitor
# CN(C)CCn1c(SCc2ccccc2C#N)nc2c(sc3ccccc32)c1=O across the screens: -21%, ?, -13%
# O=C(CSc1nccn1-c1ccc(Cl)cc1)N1CCCc2ccccc21 across the screens: ?, 3%, 11%

# Assay outcomes deposited in PubChem by National Center for Advancing Translational Sciences (NCATS).
